HUVEC inhibit: blocks proliferation of human endothelial cells. AID 648. viability, % at 10 µM (by protocol). 1.1% of 86,000 active. HUVEC proliferation, CellTiter-Glo luminescence, 72 h; hits give low values;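 active = viability at or below 30%; inactive = viability above 30%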;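 also: 100% = median luminescence of DMSO-only cell control wells on each plate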
H69AR growth 86K: growth inhibitors of human H69AR lung tumor cells | H69AR lung tumor viability, ATP luminescence, 72 h; hits give low values | viability, % at 10 µM | 6% of 85,000 active;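 active = viability at or below 40%; inactive = viability above 40%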;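 also: multidrug resistant small cell line overexpressing MRP-1 efflux transporter; 100% = mean luminescence of untreated control wells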
ERa coact pot: ER-alpha (human) coactivator binding potentiation. 1.3% of 86,000 active. TR-FRET ERalpha-LBD/SRC-Cy5 coactivator binding, 2 h; 100 = basal binding, no effect. coactivator binding (% of control), % at 25.6 µM; in the data active = activity above about 200%;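 also: binding measured in presence of low estradiol as agonist stimulus; 0% = peptide alone without receptor and 100% = receptor with peptide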
Target sequence (P03372 whole entry, looked up, the tested form may be a part): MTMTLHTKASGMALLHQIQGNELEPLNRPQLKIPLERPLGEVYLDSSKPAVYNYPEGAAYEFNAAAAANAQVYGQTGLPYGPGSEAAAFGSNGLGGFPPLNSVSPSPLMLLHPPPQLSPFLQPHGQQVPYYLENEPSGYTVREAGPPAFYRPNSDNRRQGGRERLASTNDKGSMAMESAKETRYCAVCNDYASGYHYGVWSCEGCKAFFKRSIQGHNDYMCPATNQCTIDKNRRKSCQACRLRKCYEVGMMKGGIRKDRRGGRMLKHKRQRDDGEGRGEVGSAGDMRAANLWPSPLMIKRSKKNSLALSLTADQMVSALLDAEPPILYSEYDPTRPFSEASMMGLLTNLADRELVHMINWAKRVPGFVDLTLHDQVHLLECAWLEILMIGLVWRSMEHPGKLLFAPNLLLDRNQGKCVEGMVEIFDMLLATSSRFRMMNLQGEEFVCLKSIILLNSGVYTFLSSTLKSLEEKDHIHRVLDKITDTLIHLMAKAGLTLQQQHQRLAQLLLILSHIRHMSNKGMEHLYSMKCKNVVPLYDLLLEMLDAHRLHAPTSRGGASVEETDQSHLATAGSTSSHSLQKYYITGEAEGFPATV
CD11b adhes enh: increases human CD11b/CD18 adhesion to fibrinogen | K562 CD11b/CD18 adhesion to fibrinogen, ATPlite luminescence | activation, % at 10 µM | 0.07% of 93,000 active | AID 1499;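 active = 10 µM primary screen giving 50% or more activity, confirmed by 40% or more on retest at that dose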; also: strong numbers were not always called active
ERb coact inh: ER-beta (human) coactivator binding inhibition | TR-FRET ER-beta LBD / SRC1-Cy5 peptide binding; receptor agonist-loaded with 1 µM estradiol | inhibition, % at 25.6 µM | 1.3% of 86,000 active;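 active = compounds whose percent inhibition of the receptor-coactivator binding signal exceeds about 50% in the single-dose screen, limit read from the data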;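 also: 0% = receptor plus peptide wells without compound and 100% = peptide-only wells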
ERa SRC1 inh: ER-alpha (human) coactivator binding inhibition; TR-FRET ER-alpha LBD / SRC-1 peptide, estradiol-bound; AID 629; inhibition, % at 25.6 µM; P03372; 1.7% of 86,000 active; in the data active = inhibition above about 50%;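 also: 0% = receptor plus peptide control and 100% = peptide only without receptor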
Lung fibro prol: blocks proliferation of human lung fibroblasts; viability, % at 10 µM; AID 719; LL 47 human lung fibroblast viability, ATP luminescence; hits give low values; 1.1% of 85,000 active;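 active = viability at or below 50% in the single dose screen; inactive = viability above 50%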;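 also: compound exposure lasted 72 h before the ATP readout; 100% = median luminescence of untreated cell-only wells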
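material = human LL 47 lung fibroblast cells | dosing = compounds added from tenfold dosing solution, 0.1% DMSO final | timing = overnight cell rest, 72 h compound treatment at 37 °C | measured by = CellTiter-Glo luminescence measuring cellular ATP | evaluation = % viability versus median cells-only luminescence | control set = cell-only wells, no compound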
MT1-MMP txn act: activates MT1-MMP transcription; HT1080 MT1-MMP promoter luciferase reporter, luminescence, overnight; hits give high values; activation factor at 10 µM; 0.16% of 86,000 active;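 active = activation factor of at least 2 for MT1-MMP transcription at 10 µM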
Smad3 FoxH1 inh: blocks human Smad3 binding to FoxH1 peptide; 0.29% of 88,000 active; P84022; inhibition, % at 25 µM; TR-FRET Smad3/Dy647-FoxH1 peptide binding, europium anti-His;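 active = compounds that reduce the energy-transfer binding signal between the protein and its labelled peptide by more than half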;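 also: 0% = Smad3 plus labelled peptide maximal FRET and 100% = peptide-only background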
Target sequence (P84022 whole entry, looked up): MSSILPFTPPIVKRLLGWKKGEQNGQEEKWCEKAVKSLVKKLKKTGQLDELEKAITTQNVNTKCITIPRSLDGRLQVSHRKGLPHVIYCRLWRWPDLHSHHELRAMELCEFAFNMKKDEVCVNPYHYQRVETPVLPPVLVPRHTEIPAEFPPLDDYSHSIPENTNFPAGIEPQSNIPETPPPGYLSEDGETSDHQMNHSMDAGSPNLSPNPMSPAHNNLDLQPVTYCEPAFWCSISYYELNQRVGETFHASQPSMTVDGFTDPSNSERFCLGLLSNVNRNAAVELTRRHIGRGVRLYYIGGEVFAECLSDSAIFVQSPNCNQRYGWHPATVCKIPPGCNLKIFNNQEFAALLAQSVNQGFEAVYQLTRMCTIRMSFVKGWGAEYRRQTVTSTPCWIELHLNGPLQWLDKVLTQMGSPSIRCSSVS
* hit, by the source's call; . = no result given; [ ] = remark or other dose. An excerpt; the hit share may differ from the screen's.

no.	SMILES	HUVEC inhibit	H69AR growth 86K	ERa coact pot	CD11b adhes enh	ERb coact inh	ERa SRC1 inh	Lung fibro prol	MT1-MMP txn act	Smad3 FoxH1 inh
1	CCOC(=O)c1cccc(NC(=O)CSc2nnc(C3CCCCC3)n2CC)c1	95	85	107	-1	8	3	101	1.1	-1
2	COCCN(C(=O)CC(C)(C)C)c1nnc(-c2cccnc2)s1	117	92	84	.	-4	-6	108	1.2	2
3	O=C(O)CSCc1ccc(Cl)cc1	92	85	107	5	-25	-18	95	1.1	10
4	CCCc1nn(CCc2ccccn2)c(N)c1CC	111	87	103	-1	-3	-3[fluorescence artefact?]	93	1.2	-1
5	CC(=O)c1cccc(NS(=O)(=O)c2c(C)n[nH]c2C)c1	103	97	102	1	0	0	105	.	-4
6	CC1(C)CC(=O)C2=C(C1)N(c1ccccc1)C(N)=C(C#N)C2c1ccccc1 (centres undefined)	93	57	107	.	1	-9	87	1.1	10[fluorescence artefact?]
7	Cc1ccc(S(=O)(=O)N2CCN(C3CC(=O)N(CCc4ccccc4)C3=O)CC2)cc1C (centres undefined)	89	97	110	.	1[fluorescence artefact?]	4	100	1	4
8	COc1ccccc1NC1=C(C)C(=O)CC1	83	89	106	.	3	-8	97	1.2	-1
9	O=C(CCn1cccc1)NCc1ccc2c(c1)OCO2	89	60	137[fluorescence artefact?]	0	22	30	97	1.1	2
10	CN1CCN(C(=O)c2cc(-c3cccc(Cl)c3)on2)CC1	86	107	122[fluorescence artefact?]	0	-6[fluorescence artefact?]	-5	103	1.4	4
11	Cc1c(C(=O)N2CCN(c3ccccc3F)CC2)sc2ncn(CC(=O)N3CCOCC3)c(=O)c12	88	92	112[fluorescence artefact?]	-2	4	-1	.	1.1	2
12	COc1cc2nc(NCCCN3CCN(C)CC3)n3nc(-c4ccccc4)nc3c2cc1OC	25*	28*	84	8	-2	-1	87	1	-14
13	CCOc1ccc(OCC(=O)Nc2ccc(S(=O)(=O)Nc3cc(C)nc(C)n3)cc2)cc1	85	92	95	0	-1	-16	99	1	13
14	CCN(CC)C(=O)CSc1ccccc1N	89	71	119[fluorescence artefact?]	-4	-4	-4	103	1.2	-3
15	Cc1cccc(N(CC(=O)NCc2ccco2)C(=O)CCC(=O)Nc2ccccn2)c1	105	88	122	-4	-9[fluorescence artefact?]	-4	97	1.2	6
16	Cc1noc(C)c1C(=O)NCCc1ccc(Cl)cc1	102	87	99[fluorescence artefact?]	-1	-1[fluorescence artefact?]	-2	107	1.1	9[fluorescence artefact?]
17	O=C1CN(C(=O)OCc2ccccc2)c2ccccc2N1	102	103	99[fluorescence artefact?]	5	-7	-1	93	1.4	3
18	COc1ccccc1N1C(=O)c2ccccc2NC1c1ccncc1 (centres undefined)	95	101	94	4	-6	-1	100	1.2	2
19	COC(=O)c1ccc2c(=O)sc(N3CCC(C(N)=O)CC3)nc2c1	94	89	121[fluorescence artefact?]	1	9	2	104	1.3	1
20	Cc1csc(NC(=O)Cn2cnnn2)n1	104	80	100[fluorescence artefact?]	-3	5	-1	103	1.2	-1
21	COc1ccc(Cc2nnc(-c3cccc(C)c3)o2)cc1OC	107	98	93	.	-12	-3	88	1.2	0
22	Cc1ccc2c(c1)cc(CN(Cc1ccc3c(c1)OCO3)S(=O)(=O)c1ccccc1)c1nnnn12	95	31*	119	2	-4	3	56	1.3	-1
23	COc1ccc(NC(=O)CN2CCN(CC(=O)Nc3ccccc3Cl)CC2)c(OC)c1	94	72	86	-2	5	11	95	1.1	2
24	CCc1nnc(NC(=O)CSc2nnc(-c3ccccc3O)n2-c2ccc(C)cc2)s1	62	.	101	-5	6	15	72	1.2	-11
25	CCN(CC)CCCNC(=O)Cn1ncn2cccc2c1=O	101	108	114	-2	-5	-1	102	1	9
26	Cc1ccc(N(C(C)C(=O)O)S(=O)(=O)c2c(C)n[nH]c2C)cc1 (centres undefined)	104	96	87	1	8	2	110	1	-7
27	c1ccc(N2CCN(c3c4c(nc5ncnn35)CCC4)CC2)cc1	112	101	116	-2	-13	2	109	0.9	1
28	CC(C)[C@H](NC(=O)OC(C)(C)C)c1nnc(SCc2cccc(F)c2)o1	108	103	108[fluorescence artefact?]	.	-7	2	91	1.1	4
29	c1ccc(Cn2c(SCCN3CCOCC3)nnc2-c2cccnc2)cc1	92	83	107	-4	1	2	88	1.2	1
30	CCN1CCN(c2ccc(NC(=O)c3cccc(OCc4ccccc4)c3)cc2)CC1	46	44	54[fluorescence artefact?]	-2	21	19[fluorescence artefact?]	78	1.1	12
31	O=c1/c(=C/c2ccc(O)cc2)sc2n1CCCN=2	99	47	116	-2	-12	-6	112	1.8	-12
32	COc1ccccc1N1CCN(C(=O)c2ccc3nc(-c4ccco4)c(-c4ccco4)nc3c2)CC1	90	94	57[fluorescence artefact?]	.	66*	68*[fluorescence artefact?]	105	1.2	11
33	COc1cc(S(=O)(=O)NC2CCCC2)c(OC)cc1Cl	114	99	97[fluorescence artefact?]	0	-1	-1	97	1	-21
34	CCC(=O)N1CCN(c2ccc(Cl)cc2NC(=O)c2ccc(Br)o2)CC1	102	102	72	.	-3	-4	94	1.2	3
35	CCOC(=O)c1cccc(NC(=O)CCn2nnc3ccccc32)c1	109	101	115	1	-3	-3	107	1.1	9
36	COc1ccc(CNC(=O)C(c2cccs2)N(C(=O)c2csnn2)C2CC2)cc1 (centres undefined)	104	100	125	4	-4	-2	108	1.1	3
37	Nn1c(SCC(=O)NCc2ccccc2)nnc1C1CC1	97	85	111	0	-2	-4	101	1.1	5
38	CS(=O)(=O)Nc1ccccc1C(=O)c1ccccc1	110	94	96	-2	-10	-2	104	1.2	-7
39	Cc1nn2c(NCC(C)C)c3c(nc2c1-c1ccccc1)CCC3	101	34*	99	-2	4	-7	88	1.1	6
40	COCc1nnc(NC(=O)CCCCCN2C(=O)c3ccccc3C2=O)s1	100	92	74[fluorescence artefact?]	2	22[fluorescence artefact?]	17	94	1.2	1
41	CCOC(=O)Cc1csc(NC(=O)c2ccc(Br)s2)n1	89	93	117	-10	-2	-2	116	1.2	2
42	COc1cc(Cl)cc(C#N)c1OCC(=O)O	95	94	90[fluorescence artefact?]	-3	7	9	103	1.2	-6
43	O=C(NC1CCCC1)C1C2C=CC(C2)C1C(=O)N1CCOCC1 (centres undefined)	106	92	110	-2	-3[fluorescence artefact?]	1	105	1.1	-5
44	Nc1ccc(Sc2nnnn2-c2ccccc2)c(Cl)c1	100	99	109[fluorescence artefact?]	0	-10	-6	100	0.9	1
45	CCCSc1nnc2n(-c3ccccc3OC)c(=O)c3c4c(sc3n12)CCC4	95	42	110	10	-2	-6	95	1.1	-6

The final 2 entries of the part before open the next one.
no.	SMILES	HUVEC inhibit	H69AR growth 86K	ERa coact pot	CD11b adhes enh	ERb coact inh	ERa SRC1 inh	Lung fibro prol	MT1-MMP txn act	Smad3 FoxH1 inh
44	Nc1ccc(Sc2nnnn2-c2ccccc2)c(Cl)c1	100	99	109[fluorescence artefact?]	0	-10	-6	100	0.9	1
45	CCCSc1nnc2n(-c3ccccc3OC)c(=O)c3c4c(sc3n12)CCC4	95	42	110	10	-2	-6	95	1.1	-6
46	O=C(Cn1c(S(=O)(=O)Cc2ccccc2)nc2ccccc21)N1CCCCC1	112	76	126	-2	6	-2	94	1.1	0
47	CCN(CC)S(=O)(=O)c1ccc2c(c1)c(=O)c(C(=O)NCCN(C)CCc1ccccc1)cn2C	84	80	95	0	-1	-6	90	1.3	-7
48	COc1ccc(C(=O)N2CCOCC2)cc1Br	93	97	92	-5	1	-1	95	1.1	4
49	O=C(NCC1COc2ccccc2O1)C1CCN(S(=O)(=O)c2cccc3nsnc23)CC1 (centres undefined)	105	52	109	.	-1	-1	95	1.1	3
50	COc1ccc(S(=O)(=O)n2nc(OC(=O)C3CCCCC3)cc2N)cc1	95	88	97[fluorescence artefact?]	-1	13[fluorescence artefact?]	31[fluorescence artefact?]	100	1.1	11
51	CCCCn1c(Oc2ccc(C(=O)OC)cc2)nc2c1c(=O)n(C)c(=O)n2C	105	67	108	-4	7[fluorescence artefact?]	-6	95	1.2	5
52	CC(C)CC(c1nnnn1CC1CCCO1)N1CCN(C2CCCC2)CC1 (centres undefined)	98	97	107	-1	6	7	101	1.1	5
53	Cc1ccc(C)c(OCCOCCN2CC(C)OC(C)C2)c1C (centres undefined)	91	83	118	2	2	-8	102	1.2	-8
54	Cc1ccc(OCC(=O)N2CCCc3ccccc32)cc1	106	98	106	.	-1	1	107	1.3	-4
55	O=C(O)c1cc(-c2ccc3c(c2)OCO3)nc2ccccc12	94	94	104	-4	14	6	94	1.1	-6
56	Cc1c(C(=O)Nc2cccc3cccnc23)oc2ccccc12	56	.	137	-1	-3	-15	89	1.6	-2
57	CCc1cc2c(=O)n(CC)c(SC(C)C(=O)Nc3c(C)n(C)n(-c4ccccc4)c3=O)nc2s1 (centres undefined)	92	66	98	-5	55*	1	97	.	1
58	COc1cccc2c(=O)n(CC(=O)Nc3ccccc3)ccc12	95	100	97	-8	3	5[fluorescence artefact?]	99	.	-32
59	COC(=O)CSc1nsc(SCC(=O)OC)c1C#N	64	111	84[fluorescence artefact?]	3	-3	5	97	1.2	11
60	O=C(CCCCCn1c(=S)[nH]c2cc3c(cc2c1=O)OCO3)N1CCN(C(=O)c2ccco2)CC1	88	94	211*[fluorescence artefact?]	.	29[fluorescence artefact?]	39[fluorescence artefact?]	88	1.2	-51[fluorescence artefact?]
61	CCn1c(Cc2c(C)[nH]c3ccccc23)nnc1SCC(=O)NCc1ccccc1	95	89	94	-1	-5	-3	114	1.3	16
62	CCOC(=O)C1=C(C)N(C)C(C)=C(C(=O)OCC)C1c1ccccn1	101	100	148	-1	-7	8	105	1.2	12
63	O=C(CCc1nc2ccccc2[nH]c1=O)OCc1ccc(S(=O)(=O)N2CCOCC2)cc1	83	.	93	9	3	3	106	1.2	6
64	CCn1c(NCc2cccc(OC)c2OC)nc2ccccc21	93	91	108	.	-10[fluorescence artefact?]	-25	99	1.2	14
65	O=C(Nc1ccccc1)OC1C2CCC1C(N1CCCCC1)CC2 (centres undefined)	88	92	122	2	-10	2	94	1.2	-6
66	COc1cc(C)c(Cl)cc1S(=O)(=O)NCc1ccco1	94	92	120	6	-9	-16	108	1	-9
67	CC1CN(C(=O)Nc2ccc3snnc3c2)c2ccccc21 (centres undefined)	86	88	165[fluorescence artefact?]	-1	-32[fluorescence artefact?]	-67[fluorescence artefact?]	110	1.3	-9
68	COc1ccccc1CNS(=O)(=O)c1ccc2c(c1)oc(=O)n2C	94	88	94	-2	13	-1	105	1.2	-1
69	Oc1ccc(Br)cc1-c1cc(-c2ccccc2F)[nH]n1	82	56	116[fluorescence artefact?]	40	-5[fluorescence artefact?]	13[fluorescence artefact?]	80	1.7	-8
70	COc1cccc(NC(=O)CN2CCN(S(=O)(=O)c3ccc(F)cc3)CC2)c1	78	70	114	-2	-8	-4	92	1.2	11
71	CCc1nc(C)cn1S(=O)(=O)c1cc(OC)c(C)cc1C	119	85	110	-7	-4	-7	100	1	-5
72	CCCNC(=O)NC(=O)COC(=O)c1ccc(OC)c(S(=O)(=O)N2CCCc3ccccc32)c1	98	97	86	-1	-3	-4	93	1.3	1
73	CCCc1cc(C(=O)Nc2cccnc2Cl)no1	95	99	101	-2	-6	-3	102	1.2	-12

Bioassay records: PubChem BioAssay, several laboratories
